From PubChem
PglD inh: blocks C. jejuni PglD acetyltransferase activity; purified PglD enzyme, DTNB colorimetric CoA detection; inhibition, % at 12.5 µM; 360,000 tested, 0.098% active; in the data active means inhibition above about 16%, passing the limit was not always enough; further: strong numbers were not always called active
PGC1a acetyl inh: PGC1a acetylation modulation, inhibitor mode. U2OS PGC1a acetylation, AlphaScreen anti-acetyl-lysine; with virally co-expressed GCN5 acetyltransferase. inhibition, % at 15.6 µM. 350,000 tested, 0.17% active. AID 651687;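 active means every replicate shows inhibition of at least 40%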;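 further: 0% = neutral control wells and 100% = positive control wells; some results beyond the cut were filed as inactive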
E-selectin induc: induces E-selectin expression in human endothelial cells; 260,000 tested, 0.37% active; activation, % at 7.58 µM; P16581; HUVEC E-selectin immunofluorescence imaging; normalized: neutral wells 0, TNF-alpha wells 100;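 active means mean E-selectin-positive cell signal at least 10% of the positive control, reached in at least 60% of replicates, without over 20% cell loss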;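 further: in these data hits start at about 27%; measured in HUVEC primary endothelial cells; signal is the percent of cells scored E-selectin positive by PE staining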
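System: HUVEC, human umbilical vein endothelial cells; quantity: 3,000 cells/well; buffer or medium: EGM-2 medium, gelatin-coated wells; dosing: single-point compound dose; detection: immunofluorescence imaging; evaluation: % PE-positive cells; benchmarks: TNF-alpha, DMSO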
RAD52 inh: inhibitors of human RAD52 DNA annealing | recombinant RAD52 DNA annealing, FRET fluorescence | inhibition, % at 18.7 µM | AID 651710 | 360,000 tested, 0.46% active | P43351;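 active means every replicate showing at least 50% inhibition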
ERAP1 HTS inh: blocks human ERAP1 aminopeptidase activity; Q9NZ08; recombinant ERAP1, Leu-AMC fluorescence, 60 min; inhibition, % at 10.7 µM; 340,000 tested, 0.15% active; AID 652197;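 active means mean replicate inhibition of at least 30%, or all replicates individually reaching that 30% level; inactive means mean below 30% and not every replicate reaching it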;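 further: 0% = neutral control wells and 100% = L-leucinethiol positive control wells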
Target sequence (Q9NZ08 whole entry, looked up): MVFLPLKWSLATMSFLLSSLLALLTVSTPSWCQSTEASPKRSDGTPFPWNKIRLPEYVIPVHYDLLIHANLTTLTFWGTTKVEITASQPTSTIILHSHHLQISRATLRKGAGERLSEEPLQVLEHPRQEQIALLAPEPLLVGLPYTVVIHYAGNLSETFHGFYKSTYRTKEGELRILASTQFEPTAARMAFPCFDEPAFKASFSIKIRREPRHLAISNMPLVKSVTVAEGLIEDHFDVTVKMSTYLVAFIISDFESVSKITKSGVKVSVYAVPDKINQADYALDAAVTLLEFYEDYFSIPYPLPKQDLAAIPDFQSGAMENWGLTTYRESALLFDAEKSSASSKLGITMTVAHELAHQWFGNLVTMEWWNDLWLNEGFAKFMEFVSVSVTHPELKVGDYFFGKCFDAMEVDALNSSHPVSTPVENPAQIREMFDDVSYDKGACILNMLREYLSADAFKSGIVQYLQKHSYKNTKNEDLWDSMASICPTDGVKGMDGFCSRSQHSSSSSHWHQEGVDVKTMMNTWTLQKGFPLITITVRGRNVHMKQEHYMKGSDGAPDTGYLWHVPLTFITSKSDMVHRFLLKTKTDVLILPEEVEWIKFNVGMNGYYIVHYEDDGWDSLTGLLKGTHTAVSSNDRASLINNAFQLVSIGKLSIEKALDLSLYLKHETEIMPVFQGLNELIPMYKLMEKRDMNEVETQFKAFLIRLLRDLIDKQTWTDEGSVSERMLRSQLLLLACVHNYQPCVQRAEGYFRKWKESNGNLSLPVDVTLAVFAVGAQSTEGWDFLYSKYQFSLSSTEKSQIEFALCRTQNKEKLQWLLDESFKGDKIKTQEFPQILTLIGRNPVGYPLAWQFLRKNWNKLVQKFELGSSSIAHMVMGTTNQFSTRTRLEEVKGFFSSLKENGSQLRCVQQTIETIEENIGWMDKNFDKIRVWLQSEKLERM
RAD54 branch: blocks human RAD54 Holliday junction branch migration. inhibition, % at 10.4 µM. AID 602329. Q92698. FAM/BHQ fluorescence. 360,000 tested, 0.14% active;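 active means mean normalized replicate activity at least 40 and at least half of replicates scoring 40 or more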;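 further: 0% = median of neutral control wells and 100% = median of positive control wells; inhibitors cause a drop in the FAM fluorescence signal; in these data hits start at about 50%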
miR-122 sensor: inhibitors of miR-122 in Huh7 cells; AID 602342; 340,000 tested, 0.3% active; activation (reporter increase), % at 12.5 µM; Huh7 miR-122 Renilla luciferase sensor, 48 h; neutral wells = 0, positive control = 100;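 active means mean replicate activation score at least 90 and every replicate individually at or above 90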;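 further: higher luciferase means less miR-122 activity so hits act as miR-122 inhibitors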
Cneo AK release: Cryptococcus neoformans lysis via adenylate kinase release. C. neoformans lysis, adenylate kinase release luminescence, 4 h; normalised: neutral wells 0, clomiphene wells 100. lysis activity, % at 15 µM. 360,000 tested, 0.2% active. AID 651654;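 active means mean lysis activity across replicates of at least 80%, whatever share of replicates individually reach that level; inactive means mean lysis activity below 80%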
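Schedule: static 4 h at 37 °C with compound, 1 h detection; system: C. neoformans cells; benchmarks: Clomiphene as positive control; buffer or medium: fresh YPD medium; measure: luminescence rise reflecting yeast cell lysis; measured by: luminescent adenylate kinase detection reagent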
* hit, by the source's call; . = no result given; [ ] = another dose, or the depositor's remark.

structure	PglD inh	PGC1a acetyl inh	E-selectin induc	RAD52 inh	ERAP1 HTS inh	RAD54 branch	miR-122 sensor	Cneo AK release
NC(Cc1ccccc1)c1csc(Nc2ccc(C(=O)NCCCO)cn2)n1 (stereo not given)	-2.9	2.2	0.6	-33.7	0.7	1.8	-7.2	-2.4
O=C(NC1CCCC1)c1cccc(Cn2cc([N+](=O)[O-])cn2)c1	0.6	9.2	1.6	-4.2	2.1	-0.3	-4.2	-1.1
COc1ccc(NC(=O)Nc2ccc3c(c2)CC(=O)N([C@H](C)CO)C[C@@H](C)[C@@H](CN(C)C(=O)NC(C)C)O3)cc1	3.1	17.3	0.6	0.0	-1.3	-10.6	-4.6[16.7 µM]	7.2
Cc1nc(C(C)NC(=O)CCc2nnc(-c3ccsc3)o2)cs1 (stereo not given)	.	1.6	-0.8	-12.2	.	.	-9.9	.
CC1CCN(c2ncnc3nc[nH]c23)CC1	4.4	2.5	1.6	-3.6	4.6	-1.0	-5.5	3.5
Oc1ccccc1-c1nc(NC2CCCC2)c2ccccc2n1	-9.5	-12.7	.	-12.8	-2.1	-2.4	0.1	1.2
CCn1cc(C(=O)N[C@@H](CCSC)C(=O)NCCCN2CCOCC2)c(=O)c2cc3c(cc21)OCO3	2.0	9.7	0.1	6.9	-0.6	-30.3	-2.4	-0.6
C/C=C(/C)C(=O)O[C@H]1[C@@H](O)c2c(ccc3ccc(=O)oc23)OC1(C)C	1.2	4.7	-0.1	.	.	-14.0	-4.0	2.3
C[C@H]1C(=O)N(C)CCN1C(=O)c1cccc(OC2CCN(CC(C)(C)C)CC2)c1	-0.7	-10.5	0.2	-4.9	-5.8	-3.9	-2.5	2.1
CC1(C)CC(=O)c2c(Cc3ccccc3)n[nH]c2C1	1.1	-4.3	.	.	.	1.4	4.4	-2.0
CCCCN(C(=O)c1ccc(S(=O)(=O)N2CCC(C)CC2)cc1)C1CCS(=O)(=O)C1 (stereo not given)	1.5	7.0	.	-10.8	-3.0	-4.5	-5.3	.
COc1ccc(NC(=O)Nc2ccc3c(c2)C(=O)N([C@H](C)CO)C[C@@H](C)[C@@H](CN(C)C(=O)Cc2ccccc2)OCCCC[C@H](C)O3)cc1	-0.5	-7.2	-0.2	-12.4	2.2	0.0	1.3[16.7 µM]	-1.2
O=C(c1cc2ccccc2s1)N1CCN(c2ccccn2)CC1	-0.1	.	-0.6	-5.7	0.7	7.1	-1.3	-2.6
C[C@H]1CN([C@@H](C)CO)C(=O)c2c(c3ccccc3n2C)-c2ccccc2CO[C@@H]1CN(C)C(=O)C1CC1	-5.9	-0.2	0.1	9.4	0.3	-0.1	.	0.0
COc1ccc(/C(O)=C2/C(=O)C(=O)N(CCN3CCOCC3)C2c2ccccn2)cc1 (stereo not given)	-1.0	-5.5	.	.	.	4.9	2.1	1.0
Cc1cc(NC(=O)c2cccc(F)c2)no1	-3.7	-13.5	.	.	.	2.9	0.4	-1.8
COc1ccc2nc(NC(=O)CN3CCOCC3)sc2c1	-0.5	-0.4	.	.	.	11.5	-4.7	0.7
CC(=O)N(NC(=O)c1ccc(C)cc1)C1CC(=O)N(c2ccccc2Cl)C1=O (stereo not given)	6.1	.	.	.	.	6.4	-1.2	1.2
CCOC(=O)N1CCN(C(=O)CN(c2ccc(OCC)cc2)S(C)(=O)=O)CC1	5.8	2.3	.	.	.	-3.7	11.0	8.2
CC1CCC/C(=N\NC(=O)COc2ccccc2Cl)C1 (stereo not given)	-2.5	-5.9	-4.7	-6.9	-0.5	-0.4	-4.8	0.1
Nc1c(C(=O)Nc2ccc3c(c2)OCCO3)nnn1Cc1ccc(Br)cc1	2.5	-66.4	1.1	-2.9	2.4	-5.3	.	2.4
N#Cc1ccc(OCC(=O)OCC(=O)Nc2sccc2C(N)=O)cc1	-4.4	6.9	-0.3	-33.5	0.2	-1.2	-1.5	-2.5
C[C@@H]1CN([C@@H](C)CO)C(=O)Cc2cc(NC(=O)Nc3cccc4ccccc34)ccc2O[C@H]1CN(C)CC1CC1	1.6	-7.6	-0.1	43.2	2.5	-4.3	-1.8[16.7 µM]	4.1
CNC[C@H]1Oc2c(NC(=O)c3ccncc3)cccc2C(=O)N([C@H](C)CO)C[C@H]1C	0.3	7.2	-0.1	4.0	1.8	-14.9	-5.2[16.7 µM]	33.2
CC(C)Nc1nc(NC(C)C)nc(C(=O)OCCO)n1	.	1.8	0.5	-41.6	.	3.2	1.4	2.2
Cc1nnc(NC(=O)CSc2nnc(C)c(=O)n2N)s1	-10.5	-7.0	-4.0	-11.2	-3.0	-8.1	-1.7	-0.8
CC(C)CCN1CCN(CC(c2ccccc2)c2ccccc2)CC1CCO (stereo not given)	0.3	-1.9	.	-2.4	-3.3	14.9	11.6	-8.3
COc1cccc(-n2c(SCc3cc(=O)oc4cc(O)c(O)cc34)nc3ccccc3c2=O)c1	2.0	0.2	.	-3.9	-1.5	5.9	13.1	-0.4
C[C@@H]1CCCCO[C@H](CN(C)C(=O)Nc2cccc3ccccc23)[C@H](C)CN([C@H](C)CO)C(=O)c2cc(N(C)C)ccc2O1	1.3	22.8	-0.3	19.0	0.0	-8.6	-3.2[16.7 µM]	4.7
O=C(NC1CCCCC1)C1CCN(C(=O)c2ccc(-c3ccccc3)cc2)CC1	.	0.1	4.9	-14.1	4.3	.	-5.7	.

The list goes on:
structure	PglD inh	PGC1a acetyl inh	E-selectin induc	RAD52 inh	ERAP1 HTS inh	RAD54 branch	miR-122 sensor	Cneo AK release
O=C(COc1ccccc1Cl)Nc1ccc(Cl)cn1	1.6	-98.2	.	.	.	-11.6	-1.7	-11.8
COc1ccc(NC(=O)n2ncc3cc(Cl)ccc32)cc1OC	-0.2	2.2	0.3	-3.7	-0.4	2.7	3.4	-2.5
On1nnc2ccccc21	-3.5	11.5	.	-21.4	-1.9	-17.1	.	1.3
CC(=O)Nc1ccc(NC(=O)C2CCCN2C(=O)Nc2ccc(F)cc2)cc1 (stereo not given)	3.8	.	1.2	-14.1	3.4	10.9	.	-1.6
CCOC(=O)C1CCCN(C(=O)CN2C(=O)c3ccccc3S2(=O)=O)C1 (stereo not given)	4.4	4.5	1.0	-9.3	-0.8	10.8	-12.2	-0.3
CC1Cc2ccccc2N1C(=O)CSc1nnc(N)s1 (stereo not given)	1.0	.	0.5	0.9	0.3	-5.1	.	-2.9
C[C@H]1CN([C@@H](C)CO)C(=O)c2c(c3ccccc3n2C)-c2ccccc2CO[C@@H]1CN(C)C(=O)c1ccncc1	0.4	-9.8	0.6	0.2	-0.5	7.2	.	-1.7
Cc1cc(C(=O)NNC(=O)c2cccs2)nn1C(C)(C)C	10.8	1.9	-0.7	-5.9	-0.4	-4.9	-9.0	0.4
Cc1nnc(Cn2cnc3c2c(=O)n(C)c(=O)n3C)o1	-1.7	.	0.1	-1.2	-0.3	-9.4	-4.3	4.2
CCN(CC)C(=O)[C@H]1CC(CC(=O)NCCc2ccccn2)C(=O)N2CCc3c([nH]c4ccccc34)[C@]12C (stereo not given in full)	0.6	.	0.2	-5.2	1.1	7.6	.	-0.1
CCOc1ccc(CCNC(=O)COC(=O)c2ccc(C)c(S(=O)(=O)N3CCOCC3)c2)cc1OCC	0.8	-1.9	-1.0	-9.9	0.3	-4.7	0.3	-0.6
C=CCOc1c(CNn2cn[nH]c2=S)cccc1OC	.	-2.4	0.1	-0.5	4.2	.	.	.
O=C(C1CCC1)N1CCCCN2[C@H](C1)[C@@H](c1ccc(C#CC3(O)CCCC3)cc1)[C@@H]2CO	-2.6	-0.1	0.0	2.2	-0.2	7.2	16.5[16.7 µM]	1.5
COc1cccc(NC(=O)Nc2ccccc2Br)c1	-1.9	1.6	.	.	.	4.4	-0.6	-1.2
Cc1nn(C(C)C(=O)NCCCN(Cc2ccccc2)C(C)C)c(=O)c2c1sc1ccccc12 (stereo not given)	1.0	-7.6	13.7	-14.2	3.6	-9.4	0.7	-0.3
NC(=O)C1(N2CCCCC2)CCN(C(=O)CSc2nc3ccccc3o2)CC1	3.3	0.9	.	.	.	-1.7	-0.5	2.3
CCOc1ccc(OCCCC(=O)N(C)CC(=O)Nc2ccc(N3CCOCC3)cc2)cc1	-0.1	.	.	3.8	1.2	-2.3	.	-1.3

A run of entries from further up, as a working copy:
structure	PglD inh	PGC1a acetyl inh	E-selectin induc	RAD52 inh	ERAP1 HTS inh	RAD54 branch	miR-122 sensor	Cneo AK release
CC1Cc2ccccc2N1C(=O)CSc1nnc(N)s1 (stereo not given)	1.0	.	0.5	0.9	0.3	-5.1	.	-2.9
C[C@H]1CN([C@@H](C)CO)C(=O)c2c(c3ccccc3n2C)-c2ccccc2CO[C@@H]1CN(C)C(=O)c1ccncc1	0.4	-9.8	0.6	0.2	-0.5	7.2	.	-1.7
Cc1cc(C(=O)NNC(=O)c2cccs2)nn1C(C)(C)C	10.8	1.9	-0.7	-5.9	-0.4	-4.9	-9.0	0.4
Cc1nnc(Cn2cnc3c2c(=O)n(C)c(=O)n3C)o1	-1.7	.	0.1	-1.2	-0.3	-9.4	-4.3	4.2
CCN(CC)C(=O)[C@H]1CC(CC(=O)NCCc2ccccn2)C(=O)N2CCc3c([nH]c4ccccc34)[C@]12C (stereo not given in full)	0.6	.	0.2	-5.2	1.1	7.6	.	-0.1
CCOc1ccc(CCNC(=O)COC(=O)c2ccc(C)c(S(=O)(=O)N3CCOCC3)c2)cc1OCC	0.8	-1.9	-1.0	-9.9	0.3	-4.7	0.3	-0.6
C=CCOc1c(CNn2cn[nH]c2=S)cccc1OC	.	-2.4	0.1	-0.5	4.2	.	.	.
O=C(C1CCC1)N1CCCCN2[C@H](C1)[C@@H](c1ccc(C#CC3(O)CCCC3)cc1)[C@@H]2CO	-2.6	-0.1	0.0	2.2	-0.2	7.2	16.5[16.7 µM]	1.5
COc1cccc(NC(=O)Nc2ccccc2Br)c1	-1.9	1.6	.	.	.	4.4	-0.6	-1.2
Cc1nn(C(C)C(=O)NCCCN(Cc2ccccc2)C(C)C)c(=O)c2c1sc1ccccc12 (stereo not given)	1.0	-7.6	13.7	-14.2	3.6	-9.4	0.7	-0.3
NC(=O)C1(N2CCCCC2)CCN(C(=O)CSc2nc3ccccc3o2)CC1	3.3	0.9	.	.	.	-1.7	-0.5	2.3
CCOc1ccc(OCCCC(=O)N(C)CC(=O)Nc2ccc(N3CCOCC3)cc2)cc1	-0.1	.	.	3.8	1.2	-2.3	.	-1.3

Profiles from above:
CCCCN(C(=O)c1ccc(S(=O)(=O)N2CCC(C)CC2)cc1)C1CCS(=O)(=O)C1 (stereo not given) is entered as PglD inh = 1.5; PGC1a acetyl inh = 7.0; E-selectin induc = .; RAD52 inh = -10.8; ERAP1 HTS inh = -3.0; RAD54 branch = -4.5; miR-122 sensor = -5.3; Cneo AK release = .
Cc1nn(C(C)C(=O)NCCCN(Cc2ccccc2)C(C)C)c(=O)c2c1sc1ccccc12 (stereo not given) is entered as PglD inh = 1.0; PGC1a acetyl inh = -7.6; E-selectin induc = 13.7; RAD52 inh = -14.2; ERAP1 HTS inh = 3.6; RAD54 branch = -9.4; miR-122 sensor = 0.7; Cneo AK release = -0.3
